# Assay outcomes from PubChem BioAssay.
# OX1R antag-1 – human HCRTR1 antagonism; O43613; CHO/OX1R cells, Fluo-8 calcium fluorescence, orexin A; inhibition, % at 5 µM; actives 0.43% (n = 330,000); AID 434989;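 active = inhibition above its plate's threshold, mean inhibition of all tested compounds on the plate plus 3 SD, cut at about 37% in these data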;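 note: 0% = orexin A challenge wells and 100% = SB-334867-A antagonist wells; not every result past the cut was called active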
# Target sequence (O43613 whole entry, looked up): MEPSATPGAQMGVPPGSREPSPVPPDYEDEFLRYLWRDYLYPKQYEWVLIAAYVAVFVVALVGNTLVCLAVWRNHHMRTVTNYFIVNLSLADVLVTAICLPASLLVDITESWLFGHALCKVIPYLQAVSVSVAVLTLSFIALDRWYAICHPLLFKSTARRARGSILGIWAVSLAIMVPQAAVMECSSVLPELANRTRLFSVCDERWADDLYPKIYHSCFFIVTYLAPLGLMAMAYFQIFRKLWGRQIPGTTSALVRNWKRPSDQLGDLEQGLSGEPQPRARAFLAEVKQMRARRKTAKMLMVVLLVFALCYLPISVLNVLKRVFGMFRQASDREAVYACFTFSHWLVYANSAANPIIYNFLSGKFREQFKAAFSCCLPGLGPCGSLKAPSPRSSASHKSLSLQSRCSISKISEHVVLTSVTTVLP
# OX1R antag-2 – blocks the human orexin 1 receptor; O43613; OX1R-expressing cells, FRET antagonist read-out; inhibition, % at 6.6 µM; actives 1.8% (n = 330,000); AID 485270; in the data active = inhibition mostly above about 38%, no sharp cut-off; inactive = mostly below about 40%;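 note: 0% = agonist challenge alone and 100% = reference antagonist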
# Numbers without * were called inactive; & = joins results of further samples.
# A first look:
SMILES,OX1R antag-1,OX1R antag-2
O=C(NCCCN1CCCC1)c1ccc2c(Cl)c3c(nc2c1)CCCC3,-33,21
CCN(CC)C(=O)CSc1nnc([C@H](CCSC)NC(=O)OC(C)(C)C)o1,-26,11
CC(C)c1ccc(NC(=O)CN2C(=O)NC(Cc3c[nH]c4ccccc34)C2=O)cc1 (configuration not stated),-18,10
COc1ccc(S(=O)(=O)Nc2cc([N+](=O)[O-])ccc2OC)cc1,1,13
CCOc1ccc(CN(C(=O)/C=C/c2ccco2)C2CCS(=O)(=O)C2)cc1 (configuration not stated),-18,5
CC[N+](CC)(CC)CC(=O)Nc1c(C)cccc1C,-5,9
CC1=CC(C)C2COC(c3ccc[n+](C)c3)C1C2C (configuration not stated),3,0
Cc1ccc(C)c(NC(=O)CN2C(=O)NC(CCc3ccccc3)C2=O)c1 (configuration not stated),0,4
CSCCC(=O)Nc1ccc(C(C)=O)cc1,-2,3
CC(Oc1ccccc1)C(=O)NC1CCSc2ccccc21 (configuration not stated),-15,6
COc1cc(/C=C2\NC(=S)N(C)C2=O)ccc1OCc1cccc(F)c1,3,-1
COc1ccc(N2C(=O)CCC2(C(N)=O)c2ccccc2)cc1 (configuration not stated),8,10
Cc1c(C(=O)N(C)C(C)c2ccccn2)oc2c(F)cccc12 (configuration not stated),-18,14
CC(C)CN(C(=O)COC(=O)CCC(=O)c1ccc(Cl)cc1)c1c(N)n(Cc2ccccc2)c(=O)[nH]c1=O,-25,13
Cc1ccc(-c2csc3ncnc(N4CCN(S(=O)(=O)c5cccs5)CC4)c23)cc1,-29,-4
CCC(C)NS(=O)(=O)c1ccc(F)c(C(=O)Nc2c(F)cc(F)cc2Br)c1 (configuration not stated),-17,7

# All compounds of this part, repeating the preview:
SMILES,OX1R antag-1,OX1R antag-2
O=C(NCCCN1CCCC1)c1ccc2c(Cl)c3c(nc2c1)CCCC3,-33,21
CCN(CC)C(=O)CSc1nnc([C@H](CCSC)NC(=O)OC(C)(C)C)o1,-26,11
CC(C)c1ccc(NC(=O)CN2C(=O)NC(Cc3c[nH]c4ccccc34)C2=O)cc1 (configuration not stated),-18,10
COc1ccc(S(=O)(=O)Nc2cc([N+](=O)[O-])ccc2OC)cc1,1,13
CCOc1ccc(CN(C(=O)/C=C/c2ccco2)C2CCS(=O)(=O)C2)cc1 (configuration not stated),-18,5
CC[N+](CC)(CC)CC(=O)Nc1c(C)cccc1C,-5,9
CC1=CC(C)C2COC(c3ccc[n+](C)c3)C1C2C (configuration not stated),3,0
Cc1ccc(C)c(NC(=O)CN2C(=O)NC(CCc3ccccc3)C2=O)c1 (configuration not stated),0,4
CSCCC(=O)Nc1ccc(C(C)=O)cc1,-2,3
CC(Oc1ccccc1)C(=O)NC1CCSc2ccccc21 (configuration not stated),-15,6
COc1cc(/C=C2\NC(=S)N(C)C2=O)ccc1OCc1cccc(F)c1,3,-1
COc1ccc(N2C(=O)CCC2(C(N)=O)c2ccccc2)cc1 (configuration not stated),8,10
Cc1c(C(=O)N(C)C(C)c2ccccn2)oc2c(F)cccc12 (configuration not stated),-18,14
CC(C)CN(C(=O)COC(=O)CCC(=O)c1ccc(Cl)cc1)c1c(N)n(Cc2ccccc2)c(=O)[nH]c1=O,-25,13
Cc1ccc(-c2csc3ncnc(N4CCN(S(=O)(=O)c5cccs5)CC4)c23)cc1,-29,-4
CCC(C)NS(=O)(=O)c1ccc(F)c(C(=O)Nc2c(F)cc(F)cc2Br)c1 (configuration not stated),-17,7
COc1ccc(S(=O)(=O)Nc2ccc(C)cc2)cc1OC,6,13
N#Cc1cnn(-c2ccccc2)c1NC(=O)CN1CCN(c2ccccc2)CC1,-5,-2
CNS(=O)(=O)c1cc(Cl)ccc1Sc1ccccc1C(=O)O,-4,-1
COC(=O)/C(=N/Nc1cccc(C)c1)N1CCCc2ccccc21,-14,25
CCN(CC)CCNC(=O)C1c2ccccc2C(=O)N(C)C1c1cn(C)c2ccccc12 (configuration not stated),-10,21
CCOc1ccc(NC(=O)CN(C)C(=O)c2ccc3[nH]c4c(c3c2)CC(C)CC4)cc1OCC (configuration not stated),-16,7
O=C1NCCCC1C(=O)NCCNC(=O)C(F)(F)F (configuration not stated),-11,9
Cc1cccc(NC(=S)N(C)C)c1C,-17,-2
Cc1ccc(N=C2S/C(=C\c3cn(CC(=O)O)c4ccccc34)C(=O)N2C)cc1,-7,53
Cc1c(O)nc(SC2CC(=O)N(c3cc(Cl)cc(Cl)c3)C2=O)[nH]c1=O (configuration not stated),-10,18
CC1(C)Cc2c(C#N)c(N3CCOCC3)nc(Cc3ccccc3)c2CO1,-18,14
N#CCc1nn2c(-c3ccccc3)ccnc2c1C#N,-26,14
COC(=O)c1nc(Cl)c(Cl)c(N)c1Cl,6,9
O=C(Nc1cccnc1)c1cccc(S(=O)(=O)Nc2cccc(Cl)c2)c1,18,20
COC(=O)c1ccc(NC(=O)c2cccnc2)cc1,-10,-8
Cc1ccc(OC(=O)CCN2C(=O)c3ccccc3C2=O)cc1C,-39,12
CC(=O)C1C(c2ccc(Cl)cc2)c2c(n[nH]c2C)CC1(C)O (configuration not stated),-9,18
Cc1ccc(NC(=O)CC2CS(=O)(=O)CC2CC(=O)Nc2ccc(C)c(C)c2)cc1C (configuration not stated),-26,9
CCc1cccc2c(C(=O)C(NCCOC)c3ccccc3)c[nH]c12 (configuration not stated),-17,16
CC(=O)N/C(=N\OCc1ccccc1Cl)c1nonc1NC(C)=O,-27,10
Cc1ccc(NC(=O)C(c2ccccc2)N2CCN(C(=O)c3ccco3)CC2)cc1 (configuration not stated),-19,8
CCOc1ccc(N(CC(=O)NC2CCCCC2)C(=O)CSc2nnc(COc3ccccc3)o2)cc1,-24,-12
O=C1OCCC1Sc1nc2ccccc2[nH]1 (configuration not stated),-4,2
Cc1ccc(N(CC2CO2)S(=O)(=O)c2ccc(C)cc2)cc1 (configuration not stated),-16,22
O=[N+]([O-])c1ccc(NC2CCN(Cc3ccccc3)CC2)c([N+](=O)[O-])c1,-30,32
COc1cc2c(cc1OC)C(=S)NC(C)(C)C2,4,5
O=C(NCc1ccccc1Cl)C1CCN(S(=O)(=O)N2CCCCC2)CC1,-16,6
CCOC(=O)CSC1=C(C#N)C(c2ccco2)C(C(=O)OCc2ccccc2)=C(C)N1 (configuration not stated),13,6
COc1ccc(C(=O)Nc2ccc3ncccc3c2)cc1,-4,23
COc1cc2nc(C3CCC3)nc(N3CCN(c4ccccn4)CC3)c2cc1OC,-30,22
COc1ccc(OC)c(C(c2c(O)nc(SC)[nH]c2=O)c2c(O)nc(SC)[nH]c2=O)c1,8,12
Cc1cccc(C)c1NC(=O)COC(=O)c1ccccc1O,10,4
CCCC(c1nnnn1Cc1ccccc1)N1CCN(c2ccccc2OC)CC1 (configuration not stated),9,21
Cc1onc(-c2c(Cl)cccc2Cl)c1C(=O)Nc1ccc(C(N)=O)cc1,1,17
CN(C)c1ccc(C(=O)Nc2cccc(S(=O)(=O)N3CCCC3)c2)cc1,-15,8
Cc1ccc(Nc2nnc(SCC3CCCCO3)s2)cc1 (configuration not stated),-36,32
CC(=O)c1ccc(-n2c(=O)[nH]c(=O)c3c(N)c(C(=O)c4ccc(Cl)cc4)sc32)cc1,5,17
O=C1c2ccccc2CCCC12N=NCC2c1cccc2ccccc12 (configuration not stated),-27,12
COc1ccccc1C(=O)COC(=O)c1cc([N+](=O)[O-])ccc1N1CCOCC1,-28,35
O=C(OCc1ccccc1)/C(=C/c1cccc(Br)c1)NC(=O)c1ccco1,-16,20
Cc1ccc(C(=O)OCC(=O)NCC2CCCO2)c(C)c1 (configuration not stated),3,20
COc1cccc2cc(-c3nnc(SCC(=O)Nc4cc(C(F)(F)F)ccc4Cl)n3N)oc12,-29,8
CC(C)c1nnc(NC(=O)c2ccc(S(=O)(=O)N3CCOCC3)cc2)s1,-16,0
CC(C)(C)c1cn(-c2ccc(F)cc2)c(=S)[nH]1,10,17

# Later entries.
SMILES,OX1R antag-1,OX1R antag-2
CCCc1cc(=O)oc2cc(OCC(=O)N(C)C)c(Cl)cc12,-4,20
CCCCCCNC(=O)CC(c1ccccc1)c1cc(Br)ccc1O (configuration not stated),35,53
Cc1ccc(S(=O)(=O)N(C)C)cc1NC(=O)COC(=O)c1ccc2ccccc2n1,-30,7
O=C(CCN1C(=O)/C(=C/c2ccccc2Cl)SC1=S)NC1CCCC1,-7,4
CCn1c2ccccc2c2cc(NC(=O)CSc3nnc(-c4ccc(OC)c(OC)c4)n3N)ccc21,9,74*
COc1ccc(C(=O)CSc2nc(SC)ns2)cc1OC,-30,17
O=S1(=O)CC/C(=N\Nc2ccccc2)c2ccsc21,-5,9
CC(C)NC(=O)c1ccc(-n2c(=S)[nH]c3ccccc3c2=O)cc1,-1,21
O=S(Cc1ccc(Cl)cc1)CC(O)COc1ccc(Cl)cc1 (configuration not stated),-16,3
COc1ccc(C(C)=O)cc1COC(=O)c1cc(=O)c2ccccc2o1,-22,10
CCCC(=O)NC(=S)Nc1ccc(N2CCN(C(=O)c3cccs3)CC2)cc1,-9,22
CCc1nnc(NC(=O)c2oc3ccccc3c2COC(C)C)s1,-14,19
CCOC(=O)c1nnn(CC(=O)NC(=O)Nc2ccccc2)c1C(=O)OCC,-11,13
CCC1Nc2ncnc(N3CCCCC3)c2N(Cc2ccc(Br)cc2)C1=O (configuration not stated),-30,13
CN(CCc1cn[nH]c1)Cc1nc(Cc2ccccc2)no1,-14,24
Cc1cc(C(=O)CSc2nn3c(=O)c(C(C)(C)C)nnc3s2)c(C)n1C1CC1,-39,6
CCCc1oc(C(=O)O)cc1CN1CCCC1,11,5
COc1ccc2[nH]cc(C3N4CC5(C)CN3CC(C)(C4)C5=O)c2c1 (configuration not stated),-10,20
CN(Cc1ccco1)C(=O)C(Cc1ccccc1)NS(=O)(=O)c1ccc2c(c1)CCC(=O)N2 (configuration not stated),-13,2
CCCN1C(=O)C(=O)c2cc(C)ccc21,-9,21
COc1ccc(Br)cc1S(=O)(=O)N(CC(=O)N1CCN(C)CC1)c1ccccc1,-10,0
COC(=O)c1ccccc1NC(=O)CNC(=O)c1ccc(OC)c(OC)c1,-10,13
CCC(C)n1c(NC(=O)c2ccccc2)c(C#N)c2nc3ccccc3nc21 (configuration not stated),-4,33
Cn1c(NCc2ccco2)nc2ccccc21,1,14
Cc1ccc(S(=O)(=O)N2CCC(=O)N(C(COCc3ccc(Cl)cc3)C(C)C)CC2)cc1 (configuration not stated),-42,16
CCSc1nnc(NC(=O)CSc2nnc(-c3c[nH]c4ccccc34)n2C)s1,-12,10
O=C1c2cccnc2C(=O)N1Cc1ccc2c(c1)OCO2,9,12
O=C(c1ccc2c3n(nc2c1)-c1ccc(Cl)cc1CO3)N1CCCCC1,-21,16
CCOC(=O)c1c(C)[nH]c(C)c1C(=O)COC(=O)c1nc2nccc(C)n2n1,-27,3
C=CCn1c(SCC(=O)Nc2ccc(S(N)(=O)=O)cc2)nnc1-c1cnccn1,-3,3
O=C(CNC(=O)/C(=C\c1ccc(Br)cc1)NC(=O)c1ccccc1)OCc1ccccc1,-8,10
CC1(COS(N)(=O)=O)CCCCC1,-15,25
CCOc1ccc(S(=O)(=O)Nc2cc(OC)ccc2OC)cc1,-11,6
Cc1ccc(C2CN(C)C3(C(=O)Nc4ccccc43)C23COc2ccccc2C3=O)cc1 (configuration not stated),-32,18
CC(Oc1ccc(Br)cc1)C(=O)N1CCC(C(N)=O)CC1 (configuration not stated),-10,17
NC(=O)c1ccsc1NC(=O)COC(=O)CNC(=O)c1cccc([N+](=O)[O-])c1,20,9
CC(C)NC(=O)c1ccc(-n2nc(C(F)(F)F)c3c2CCCC3)cc1,-12,3
O=C(O)c1cc(-c2ccc(O)cc2)on1,-7,9
C=CCc1c(C)nc(SCCC)[nH]c1=O,-8,-6
CC(C)COC(=O)N1CCCC1C(=O)O (configuration not stated),6,7
COc1ccc(C)cc1NC(=O)c1cc(S(=O)(=O)N2CCC3(CC2)OCCO3)ccc1F,-9,15
CNC(=O)c1[nH]cnc1C(=O)Nc1cccc(Cl)c1,-3,3
Cc1cccc(/C=C/c2onc(C)c2S(=O)(=O)N2CCC(C(=O)N3CCCCC3)CC2)c1,-41,0
O=C(NCCC1CCCCN1S(=O)(=O)c1ccccc1)C(=O)NCc1ccccc1 (configuration not stated),-24,19
Cc1ccc(N(C)C(=O)N2CCN(c3ccccn3)CC2)cc1,-15,11
CCN(CC(=O)NC(C)C)C(=O)c1ccc(Cl)cc1,-2,11
CCOC(=O)c1ccccc1NC(=O)CSc1nc2[nH]ncc2c(=O)[nH]1,-4,31
CCOc1ccccc1NC(=O)c1ccc(C(=O)Nc2ccccc2OCC)nc1,-21,7
CCC/C(C#Cc1cc(OC)cc(OC)c1)=C1/c2ccccc2C(=O)N1c1ccccc1,-28,10
COCC(=O)N(C)C[C@H]1N[C@@](Cc2ccccc2)(C(=O)OC)[C@H]2C(=O)N(Cc3ccccc3)C(=O)[C@@H]12,-16,3
CCOC(=O)N1CCN(C(=O)CSCc2ccccc2)CC1,-4,5
O=C(c1ccc(S(=O)(=O)c2cccc(Cl)c2)c([N+](=O)[O-])c1)N1CCN(c2ccccn2)CC1,4,43
COc1ccc2c(c1OC)C(=O)OC2C1c2c(cc3c(c2OC)OCO3)CCN1C (configuration not stated),-19&-8&-19,27&20&13
CCOc1ccc(Nc2cc(Nc3ccccc3OCC)nc(C=C(C#N)C#N)n2)cc1,-6,3
Cc1ccc(S(=O)(=O)NCC(=O)OCC(=O)N2CC(=O)Nc3ccccc32)cc1,19,2
CCCN(CC(=O)Nc1ccccc1OC)C(=O)CSC(=S)N1CCCC1,-13,15
O=C(CN1C(=O)c2ccccc2S1(=O)=O)NCCc1ccc(F)cc1,-16,1
CCCOc1ccc(NC(=O)C2CC(=O)N/C(=N/N=C(C)/C=C/c3ccc(N(C)C)cc3)S2)cc1 (configuration not stated),3,8
CCCCCCSc1ccc([C@@H]2[C@H]3C(=O)N(C)C(=O)[C@H]3[C@]3(C(=O)OC)CCCCN23)cc1OC,-31,13
O=C(/C=C/c1cccs1)Nc1ccc(S(=O)(=O)Nc2ncccn2)cc1,-10,5
